PKA-R1A act = activators of PKA-R1A holoenzyme, primary screen, biochemical, fluorescence polarization, Cy5-IP20, bovine R1A, mouse PKAc. cAMP-dependent protein kinase type I-alpha regulatory subunit (Bos taurus) + …. PKA-R1A dissociation; scaled: DMSO 0%, 113 µM cGMP 100%. activation, % at 11.4 µM. 340,000 tested, 0.083% active. AID 504707, 2011;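 active = percent activation above the mean of all tested compounds plus 3 SD, cut at about 19% in these data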;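 also: higher means more PKAc released from R1A so a rise in polarization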
OPRM1-OPRD1 inv = inverse agonists of MOR-DOR heterodimerization, primary screen, cell-based, luminescence; cell-based MOR-DOR heterodimer luminescence, inverse agonism; inhibition, % at 9.3 µM; 340,000 tested, 0.21% active; AID 504357, 2011; in the data active = inhibition above about 22%, passing the limit was not always enough;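 also: 0% = cells with DMSO and 100% = wells without cells with DMSO; values of inactives mirror those of a sister screen read the other way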
PKA-R2B activ = activators of PKA-R2B holoenzyme, primary screen, biochemical, fluorescence polarization, Cy5-IP20, human | cAMP-dependent protein kinase catalytic subunit beta (Homo sapiens) + cAMP-dependent … | AID 504700, 2011 | PKA-R2B holoenzyme dissociation; R2B truncated from residue 108, S112A mutant; 0% DMSO only, 100% 113 µM cGMP | 340,000 tested, 0.079% active | activation, % at 11.4 µM;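 active = activation above a cutoff set at the mean over all compounds plus 3 SD, cut at about 18% in these data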;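 also: higher means more holoenzyme dissociation and a rise in polarization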
Target sequence (P31323 whole entry, looked up, other chains not shown, the tested form may be a part): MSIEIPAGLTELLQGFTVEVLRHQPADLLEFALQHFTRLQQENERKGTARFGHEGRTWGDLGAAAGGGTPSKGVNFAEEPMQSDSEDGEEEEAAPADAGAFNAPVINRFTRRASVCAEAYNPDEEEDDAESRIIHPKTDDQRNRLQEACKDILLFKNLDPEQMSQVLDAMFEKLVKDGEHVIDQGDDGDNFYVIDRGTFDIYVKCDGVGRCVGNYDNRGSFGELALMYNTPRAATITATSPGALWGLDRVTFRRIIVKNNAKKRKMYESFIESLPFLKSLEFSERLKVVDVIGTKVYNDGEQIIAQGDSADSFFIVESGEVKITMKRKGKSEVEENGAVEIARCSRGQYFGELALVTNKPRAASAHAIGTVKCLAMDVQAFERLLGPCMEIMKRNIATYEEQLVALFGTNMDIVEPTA
HTR5A ag = HTR5A agonists in luminescence cell assay, primary screen, counter-screen for OPRM1-OPRD1 heterodimer agonist project, full-deck HTS. 5-hydroxytryptamine receptor 5A (Homo sapiens), P47898. cell-based. activation, % at 9.3 µM. 340,000 tested, 0.61% active. AID 504692, 2011; in the data active = activation mostly above about 9.5%, no sharp cut-off; inactive = mostly below about 7.6%;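 also: 0% = cells with vehicle only and 100% = reference agonist; strong numbers were not always called active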
Target sequence (P47898 whole entry, looked up): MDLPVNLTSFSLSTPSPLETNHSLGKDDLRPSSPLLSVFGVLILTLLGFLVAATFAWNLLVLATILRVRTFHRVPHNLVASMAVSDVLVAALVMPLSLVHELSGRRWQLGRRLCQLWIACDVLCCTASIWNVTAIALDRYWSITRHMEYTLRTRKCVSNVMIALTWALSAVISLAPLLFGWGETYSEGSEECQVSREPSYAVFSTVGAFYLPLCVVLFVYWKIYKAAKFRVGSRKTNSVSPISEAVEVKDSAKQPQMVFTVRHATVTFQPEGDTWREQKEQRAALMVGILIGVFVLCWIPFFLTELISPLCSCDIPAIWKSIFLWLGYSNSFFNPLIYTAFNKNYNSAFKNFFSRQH
HTR5A inv ctr = HTR5A inverse agonists in luminescence cell assay, primary screen, counter-screen for OPRM1-OPRD1 heterodimer inverse agonist project, full-deck HTS | AID 504634, 2011 | 340,000 tested, 0.083% active | inhibition, % at 9.3 µM | HTR5A cell line, inverse agonism | 5-hydroxytryptamine receptor 5A (Homo sapiens), P47898; in the data active = inhibition mostly above about 23%, no sharp cut-off; inactive = mostly below about 18%;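 also: 0% = cells with DMSO and 100% = no-cell wells with DMSO; some compounds called inactive have numbers as strong as hits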
DAGLB inhibitor = DAGLB lipase inhibitors, primary screen, biochemical, fluorescence, HTS; Diacylglycerol lipase-beta (Homo sapiens), Q8NCG7; HEK293T DAGLB membrane lysate, EnzChek fluorogenic substrate; inhibition, % at 5.17 µM; 340,000 tested, 0.059% active; in the data active = inhibition above about 34%;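 also: 0% = enzyme with vehicle and 100% = wells lacking enzyme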
DSG3 Ab inh = inhibitors of pemphigus antibody binding to DSG3, primary screen, biochemical, bead-based, flow cytometry, scFv-GFP; Desmoglein-3 (Homo sapiens), P32926; DSG3-coupled beads, scFv-anti-DSG3-GFP binding; hits give low values; binding (percent of control), % at 10 µM; 310,000 tested, 0.48% active; AID 588358, 2011;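 active = binding more than 3 SD below its plate's average and above zero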;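 also: hits lower antibody fragment binding to DSG3; some compounds called inactive have numbers as strong as hits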
Arr AP2 block = inhibitors of beta-arrestin/AP2 binding, primary screen, biochemical, GPCR trafficking, flow cytometry. beta-arrestin 1 C-terminal peptide binding to AP2 beta2-adaptin appendage (human). 340,000 tested, 0.31% active. FITC-arrestin peptide / GST-AP2 beads; AP2 beta2 appendage carries R879A mutation. AID 504490, 2011. inhibition, % at 10 µM;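 active = inhibition above a set limit, near 3 SD of compounds lacking own fluorescence, cut at about 54% in these data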;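 also: plate controls were DMSO wells for no effect and 5 µM unlabelled arrestin peptide for full effect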
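system = GST-tagged AP2 beta2-adaptin appendage (R879A) on 4 µm glutathione beads | reagent = FITC-labelled arrestin peptide probe, 50 nM final | schedule = compound with beads 12 min RT, then probe 1 h RT | signal = HyperCyt-sampled flow cytometry, FL1 channel, ex 488/em 535 nm | read-out = percent response from loss of bead-bound FITC fluorescence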
V-ATPase pHluor = regulators of yeast V-ATPase proton pumping, primary screen, pHLuorin cytosolic pH fluorescence; response, % at 10 µM; AID 504577, 2011; S. cerevisiae; 350,000 tested, 0.37% active; in the data active = response mostly above about 7.3%, no sharp cut-off; inactive = mostly below about 5.4%; also: actives read high; inactives centre near 0; some compounds called inactive have numbers as strong as hits; reference of the scale not given here
MOR-DOR ag = agonists of OPRM1-OPRD1 heterodimerization, primary screen, cell-based, luminescence; Mu-type opioid receptor (Homo sapiens) + Delta-type opioid receptor (Homo sapiens), …; activation, % at 9.3 µM; 340,000 tested, 0.3% active; cells; AID 504326, 2011; in the data active = activation above about 18%;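 also: 0% = vehicle-treated cells and 100% = reference agonist; values of inactives mirror those of a sister screen read the other way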
* marks the source's active call; other numbers are inactive results; x = not tested or not shown.

The opening two compounds (preview)
Molecule,PKA-R1A act,OPRM1-OPRD1 inv,PKA-R2B activ,HTR5A ag,HTR5A inv ctr,DAGLB inhibitor,DSG3 Ab inh,Arr AP2 block,V-ATPase pHluor,MOR-DOR ag
Cc1ccnc(NC(=O)CCC(=O)N(CC(=O)NC(C)(C)C)c2ccc3c(c2)OCCO3)c1,-5,7,-4,-4,13,-3,99,15,2,-1.4
COc1cc(NC(=O)CSc2nnnn2C2CCCC2)cc(OC)c1,-1,3,2,-1,5,-5,111,2,2,-0.6

The whole of this part, previewed entries included:
Molecule,PKA-R1A act,OPRM1-OPRD1 inv,PKA-R2B activ,HTR5A ag,HTR5A inv ctr,DAGLB inhibitor,DSG3 Ab inh,Arr AP2 block,V-ATPase pHluor,MOR-DOR ag
Cc1ccnc(NC(=O)CCC(=O)N(CC(=O)NC(C)(C)C)c2ccc3c(c2)OCCO3)c1,-5,7,-4,-4,13,-3,99,15,2,-1.4
COc1cc(NC(=O)CSc2nnnn2C2CCCC2)cc(OC)c1,-1,3,2,-1,5,-5,111,2,2,-0.6
O=C(O)CCCCCN1C(=O)C(O)=C(C(=O)/C=C/c2ccccc2)C1c1ccccc1[N+](=O)[O-] (stereo unspecified),8,20,1,0,1,0,99,4,-3,-4.1
Cc1ccccc1N1CCN(C(=O)CN2C(=O)c3ccccc3C2=O)CC1,-8,-1,-3,-2,-7,-3,102,16,-1,0.2
COc1ccc(NC(=O)N(C)C[C@H]2Oc3ccc(NC(=O)Nc4ccc5c(c4)OCO5)cc3C(=O)N([C@H](C)CO)C[C@@H]2C)cc1,9,5,2,-1,13,2,102,7,2,-0.9
C[C@@H]1CN([C@@H](C)CO)C(=O)CCCn2nncc2CO[C@@H]1CN(C)C(=O)NC1CCCCC1,-6,x,-2,x,x,-1,111,x,-1,x
OCC[C@@H]1C[C@H](O)[C@@H](O)[C@@]2(CCc3ccccc3O2)O1,-12,16,1,-1,1,0,108,-1,0,-2.9
CC(C)N1C(=O)CCN(C=O)c2ccccc21,-5,-13,6,-3,8,-1,101,-25,-3,2.4
Cc1ccc(CN(C)C(=O)c2ccccc2Oc2ccccc2)o1,-5,14,-2,-4,9,-4,103,2,3,-2.8
CCOC(=O)CSC1=C(C#N)C(c2ccc(OC)cc2)C2=C(CC(C)(C)CC2=O)N1 (stereo unspecified),-1,18,-14,2,-61,-2,103,10,4,-3.2
Cc1ccccc1Nc1nc(N)c2ccccc2n1,-13,4,-8,3,16,0,90,1,-5,-0.8
CC(C(=O)Nc1cccc([N+](=O)[O-])c1)N1CCN(C/C=C/c2ccccc2)CC1 (stereo unspecified),-6,11,-3,3,-26,-3,113,11,-7,-2.0
C=CCC(CC=C)(NC(=O)c1cccc(C)c1)c1ccccc1,10,3,3,2,-14,-5,x,-2,3,-0.6
CCC(=O)NC(=S)Nc1ccc(NC(=O)COc2ccccc2)cc1,-1,9,2,-4,9,-2,99,-9,3,-1.7
CCn1c(CSc2nc3ccccc3s2)nnc1SCC(=O)c1ccc(O)c(O)c1,-5,-3,-1,-3,-20,23,102,-3,0,0.5
O=c1c2ccccc2nc2n1CCCCN2,0,18,0,-2,7,-4,100,2,5,-3.3
CCn1c(SCC(=O)OC2CCCCC2)nnc1-c1ccncc1,-3,10,-9,3,-8,-3,x,18,-3,-1.7
CCOc1cc(NC(=S)NCC2CCCO2)c(OCC)cc1NC(=O)CC(C)C (stereo unspecified),4,5,7,-2,16,0,121,-4,11,-1.0
CC(C)C(=O)Nc1cccc(NC(=S)NC(=O)c2cccs2)c1,-11,8,9,-2,7,-1,98,1,2,-1.5
CC1=NN(Cc2ccccc2)C(=O)/C1=C/c1ccc(N(C)C)cc1,-4,6,-4,16,-9,34,99,-6,2,-1.0
Cc1cc(C)c(S(=O)(=O)N2CCN(C(=O)CN3C(=O)NC4(CCCC4)C3=O)CC2)c(C)c1,-20,5,7,1,17,-4,106,8,0,-1.0
COC(=O)c1cc(OC)c(OC)cc1NC(=O)c1ccccc1,-17,-9,-2,-3,-17,-5,112,1,3,2.0
O=C(c1cccs1)n1nc(NCc2ccccc2)nc1NCc1ccccc1,-11,-16,-15,1,-1,-5,97,-4,-4,3.1
COc1ccc(C2CC(c3cccs3)=NN2C(=O)CSc2nc3ccccc3o2)cc1 (stereo unspecified),-3,-8,-2,2,-7,-2,100,8,0,1.5
COc1ccc(NC(=O)c2cc(=O)c3ccccc3o2)cn1,-17,5,4,4,14,0,102,1,-2,-1.2
Cc1cc2n(n1)C(c1ccccc1)Nc1ccccc1-2 (stereo unspecified),-1,5,2,3,-9,-4,87,28,-4,-1.1
CCCCOC(=O)c1ccc(NC(=O)C(=O)CC(=O)c2ccc(OC)cc2)cc1,-5,0,5,2,-8,3,95,11,-4,0.0
CCN(CC)C(=O)c1cnn(-c2ccccc2)c1NC(=O)c1cccc(F)c1,-1,-1,-5,-4,8,2,104,34,3,0.3
Nc1ccc(C(=O)OCC(=O)N2CCOCC2)cc1[N+](=O)[O-],-9,4,-1,6,16,1,82,-5,2,-0.7
CCCC(=O)Nc1cc(C(=O)O)ccc1Sc1ccc(C)cc1,-7,8,-16,2,2,0,105,-25,-3,-1.7
COc1ccc(/C=N/N2C(=O)c3ccccc3C2=O)cc1,-14,3,5,0,1,-2,95,-23,-3,-0.6
COc1cc2c(cc1OC)CN(Cc1nc3ccsc3c(=O)[nH]1)CC2,-13,13,6,-1,4,-2,103,-6,2,-2.6
CCOc1ccc(C)cc1S(=O)(=O)n1cnc2ccccc21,-12,-1,-3,-5,-15,-1,91,22,9,0.2
O=C(COC(=O)c1ccc(S(=O)(=O)N2CCCCC2)cc1)Nc1ccccc1Cl,-7,0,-4,12,-29,0,101,13,5,0.1
CCOc1ccc(NC(=O)Cn2nc(C(N)=O)c3ccccc3c2=O)cc1S(=O)(=O)N1CCCC1,8,13,-4,0,21,1,98,-4,-1,-3.4
O=C(NCCc1ccccc1)C1=COCCO1,-6,18,5,-2,5,-2,114,-8,4,-3.2
O=C(COc1nncc2ccccc12)Nc1ccc(F)c(F)c1,9,-3,3,0,6,1,107,6,4,0.6
O=C(Nc1ccc2ncccc2c1)c1ccccc1Cl,1,-15,-9,0,-13,-3,107,-2,-2,2.2
CC1(C)CC(=O)C(C=Nc2ccc(NC3=C(C#N)C(=O)CC(C)(C)C3)cc2)=C(O)C1,-6,18,-13,-2,5,-2,113,0,5,-3.5
CNC(=O)c1ncoc1-c1ccc(Cl)cc1,-9,20,-4,0,6,1,x,5,-5,-4.0
COCCCNC(=O)c1c(N)n(-c2ccc(S(N)(=O)=O)cc2)c2nc3ccccc3nc12,3,1,-8,2,-15,0,115,25,-7,-0.3
O=C(CCNC(=O)C1CCN(S(=O)(=O)c2ccccc2)CC1)Nc1ccccc1,-7,1,2,-1,13,-1,98,-9,6,-0.1
COCCNC(=O)c1cc2ncc(Br)cn2n1,3,12,2,0,-3,-3,100,-5,4,-2.4
Cc1ccc(-c2noc(-c3ccccc3C(=O)N3CCN(C)CC3)n2)cc1,0,19,-12,5,-9,-1,100,-2,-4,-4.6
COc1ccc(-c2ccnc(SCC(=O)c3ccc(Br)cc3)n2)cc1,6,13,-6,0,11,-1,x,0,-11,-2.6
COCCn1c(SCC(=O)Nc2cc(C(C)(C)C)nn2-c2ccccc2)nnc1-c1ccncc1,-3,7,-1,3,-35,1,x,45,3,-1.3
COC(=O)[C@H]1C[C@H]1[C@@H](NC(=O)c1cccnc1)c1ccccc1,0,-13,-1,11,-32,-2,113,3,-5,2.3
O=S(=O)(NCCc1ccc(F)cc1)c1ccc(F)cc1Br,-2,-11,-3,-1,3,-4,95,-8,-3,2.3
Cc1ccc(C)c(S(=O)(=O)N2CCN(CC(=O)NC(C)c3ccccc3)CC2)c1 (stereo unspecified),-2,-82,-6,5,-19,4,99,-30,4,16
O=C(CN1CCN(S(=O)(=O)c2ccccc2)CC1)Nc1ccc([N+](=O)[O-])cc1,-1,-7,-11,2,23,-2,109,11,-2,1.5
CCc1ccc(-c2csc(NC(=O)C3=NN(c4ccccc4)C(=O)CC3)n2)cc1,0,-2,0,3,20,-5,103,8,1,0.3
O=C(C1=C(O)/C(=C/c2ccc(O)cc2)CCC1)C(F)(F)F,-11,-15,-2,1,-2,-2,101,-5,-1,2.6
CCc1noc(C)c1C(=O)OCC(=O)N(C)c1c(N)n(Cc2ccccc2)c(=O)[nH]c1=O,10,12,2,-1,12,2,100,-4,-1,-1.9

Copied from the entries so far, 6 compounds:
Molecule,PKA-R1A act,OPRM1-OPRD1 inv,PKA-R2B activ,HTR5A ag,HTR5A inv ctr,DAGLB inhibitor,DSG3 Ab inh,Arr AP2 block,V-ATPase pHluor,MOR-DOR ag
O=S(=O)(NCCc1ccc(F)cc1)c1ccc(F)cc1Br,-2,-11,-3,-1,3,-4,95,-8,-3,2.3
Cc1ccc(C)c(S(=O)(=O)N2CCN(CC(=O)NC(C)c3ccccc3)CC2)c1 (stereo unspecified),-2,-82,-6,5,-19,4,99,-30,4,16
O=C(CN1CCN(S(=O)(=O)c2ccccc2)CC1)Nc1ccc([N+](=O)[O-])cc1,-1,-7,-11,2,23,-2,109,11,-2,1.5
CCc1ccc(-c2csc(NC(=O)C3=NN(c4ccccc4)C(=O)CC3)n2)cc1,0,-2,0,3,20,-5,103,8,1,0.3
O=C(C1=C(O)/C(=C/c2ccc(O)cc2)CCC1)C(F)(F)F,-11,-15,-2,1,-2,-2,101,-5,-1,2.6
CCc1noc(C)c1C(=O)OCC(=O)N(C)c1c(N)n(Cc2ccccc2)c(=O)[nH]c1=O,10,12,2,-1,12,2,100,-4,-1,-1.9

Screening results (PubChem BioAssay)
